MLL CXXC-DNA inh = inhibitors of human MLL CXXC domain-DNA interaction | Q03164 | MLL-CXXC / FITC-HOXA9 DNA fluorescence polarization | Potency, µM (series often up to 115 µM), without a hit: at the top dose activity change, negative = inhibition, most hits filed as inhibitors | 290,000 tested, 0.037% active | AID 2662; active = well fitted inhibition curve with a large enough effect in the polarisation, with a control signal flat, not every such curve was filed as active; inconclusive = small, poorly fitted or top-dose-only effect, or effect the other way, or a change in a side signal; inactive = no such curve, though single readings can be large or run the other way; the % refers to the polarisation; also: potency is read from the fitted curve at half-maximal effect
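Purified MLL-CXXC (added from a 7 uM solution) was preincubated 5 min at ambient with pinned compounds in 50 mM Tris-HCl pH 7.5, 50 mM NaCl, 1 mM DTT, 0.05% BSA. Fluorescein-labeled HOX-A9 DNA (50 nM solution) followed, 30 min, then polarization read.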
GALK inhibitor = inhibitors of human galactokinase; Purified GALK, Kinase-Glo residual ATP luminescence; Potency, µM (doses to about 57.5 µM), inactives show at the top dose activity change, negative = inhibition, hits mostly inhibitors; 270,000 tested, 0.007% active; AID 1868; also: potency is read from the fitted curve at half-maximal effect; % is scaled to controls: 0 for no effect and ±100 for the full control effect
Target sequence (P51570 whole entry, looked up): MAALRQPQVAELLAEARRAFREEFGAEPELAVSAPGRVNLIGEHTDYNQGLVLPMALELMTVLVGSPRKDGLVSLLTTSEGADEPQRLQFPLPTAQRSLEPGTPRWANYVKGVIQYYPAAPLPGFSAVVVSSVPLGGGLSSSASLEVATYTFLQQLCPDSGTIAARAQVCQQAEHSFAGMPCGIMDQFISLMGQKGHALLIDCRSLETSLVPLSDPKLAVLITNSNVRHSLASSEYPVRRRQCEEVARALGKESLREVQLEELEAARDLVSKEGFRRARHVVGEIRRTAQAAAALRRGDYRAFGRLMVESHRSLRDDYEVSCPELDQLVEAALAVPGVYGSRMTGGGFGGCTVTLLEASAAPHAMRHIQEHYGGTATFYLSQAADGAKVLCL
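The enzyme phosphorylates galactose (100 uM) using ATP (35 uM); inhibition is detected as higher residual ATP, quantified by bioluminescence after 1 h reaction at room temperature, pH 8.0.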
TCR activator = activates T cell receptor signaling. 330,000 tested, under 10 active. primary human leukocytes, anti-CD3, IL-2 HTRF, 48 h. Potency, µM (series often up to 9.22 µM), without a hit: top-dose activation of IL-2 secretion, actives largely listed as activators; also: % of control where 0% means no effect
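Primary human leukocytes were stimulated with a-CD3 beads plus compounds for 48 hr without co-stimulation; secreted IL-2 was quantified by HTRF using a-IL-2-K (europium cryptate) and a-IL-2-d2, excited at 320nm with acceptor emission read at 665nm.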
hERG WT inh = blocks the wildtype human KCNH2 potassium channel. Q12809. U2OS, BacMam KCNH2, thallium flux FluxOr; hits give low values. activity change, % at 1.84 µM. 340,000 tested, 0.37% active. AID 720551;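 active = maximum activity change below -70%; inconclusive = maximum activity change between -70% and -50%; inactive = maximum activity change above -50%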; also: % is scaled to controls: 0 for no effect and ±100 for the full control effect
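U2OS cells were transduced with wild-type KCNH2 virus (2.03 x 10^8 / mL) for 4 h at room temperature, then cultured overnight at 37 C. Thallium flux was read with FluxOr dye. Rate constants were normalized to DMSO controls.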
Chronic BCR inh = inhibitors of chronic active B-cell receptor signaling; ABC-DLBCL IkBa-CBG/CBR reporter, luminescence ratio, 4 h; 340,000 tested, 0.05% active; Potency, µM (series often up to 46.1 µM), for inactives: at the top dose ratio change, negative = lower green/red ratio, usual class: inhibitors; active = well fitted inhibition curve with a large enough effect in the signal ratio, with a control signal flat, not every such curve was filed as active; inconclusive = small, poorly fitted or top-dose-only effect, or effect the other way, or a change in a side signal; the % refers to the signal ratio;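 also: potency is read from the fitted curve at half-maximal effect; plate controls were basal doxycycline-induced cells for no effect and cells given 10 µM MG132 for full effect; MG132 reads +100%, hits lower the ratio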
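Compounds up to 46 uM were incubated four hours with TMD8 cells whose green CBG68 luciferase is fused to IkappaBalpha; red CBR luminescence normalised the signal, and concentration-effect curves were fitted to fusion, red and ratio data.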
FBPA coupling cs = counter-screen for Giardia aldolase inhibitors: coupling enzyme system; coupling enzyme system counterscreen, AmpLite Red fluorescence; activity change, negative = inhibition, % at 58.2 µM, hits read low; 290,000 tested, 0.67% active; in the data active = activity change below about -30%; also: % is scaled to controls: 0 for no effect and ±100 for the full control effect
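Coupling enzymes only (glyceraldehyde-3-phosphate) + compound, at 57.5 uM final, 10 min RT; add substrate/coupling/AmpLite Red mix, 20 min RT; fluorescence ex 525/em 598 nm. Actives flag coupling-system interference.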
Tb PFK block = inhibitors of T. brucei phosphofructokinase. T. brucei PFK, ADP-Glo luminescence. Potency, µM (highest dose often 57.5 µM), for the others: top-dose activity, negative = inhibition, actives largely listed as inhibitors. 330,000 tested, 0.17% active;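 also: potency is read from the fitted curve at half-maximal effect; 0% = uninhibited 1x PFK enzyme wells and -100% = no-enzyme wells; nearly all actives have a fitted effect of over 60% in size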
Target sequence (O15648 whole entry, looked up): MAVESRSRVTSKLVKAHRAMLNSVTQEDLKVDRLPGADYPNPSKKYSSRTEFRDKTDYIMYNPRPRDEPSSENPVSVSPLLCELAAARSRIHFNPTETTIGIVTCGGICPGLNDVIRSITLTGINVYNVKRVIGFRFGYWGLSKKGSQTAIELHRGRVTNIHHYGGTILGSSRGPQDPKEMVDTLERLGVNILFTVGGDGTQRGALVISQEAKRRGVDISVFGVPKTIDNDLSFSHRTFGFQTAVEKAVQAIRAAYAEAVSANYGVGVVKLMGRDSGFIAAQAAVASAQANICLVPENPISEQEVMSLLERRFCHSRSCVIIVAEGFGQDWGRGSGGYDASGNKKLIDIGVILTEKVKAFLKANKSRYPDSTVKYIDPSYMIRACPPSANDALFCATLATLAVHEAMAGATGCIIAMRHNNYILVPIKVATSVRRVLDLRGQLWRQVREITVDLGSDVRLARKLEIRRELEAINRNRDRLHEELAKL
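Luminescent ADP detection (ADP-Glo, two-step: ATP depletion then ADP-to-ATP conversion for luciferase) reported PFK activity after 45 min room-temperature reaction of 1.25 nM enzyme with 0.5 mM F6P and 0.1 mM ATP at pH 8.0.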
A-T KAP1 phos = potential ataxia-telangiectasia treatment; […] A-T fibroblasts, KAP-1 phosphorylation AlphaLISA; neocarzinostatin DNA damage 30 min before lysis; Potency, µM (doses to about 57.5 µM), for inactives: at the top dose activation, usual class: activators; 320,000 tested, 0.19% active; AID 485349; also: potency is read from the fitted curve at half-maximal effect; % of control where 0% means no effect; nearly all actives have a fitted effect of over 45% in size
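ATM-like activity read as KAP-1 phosphorylation via AlphaLISA donor/acceptor antibody pairs after lysis and 6 hr at 25C. Cells were ATM-null patient fibroblasts ([…], hTERT), dosed 60 min, then exposed to the DSB inducer NCS for 30 min.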
Giardia killer = kills Giardia lamblia | Giardia lamblia trophozoite viability | activity change, % at 7.66 µM, hits read low | 340,000 tested, 0.15% active; in the data active = activity change below about -80%; inconclusive = between about -30% and that limit;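 also: parasites exposed to compound for two days anaerobically before the ATP read; % is scaled to controls: 0 for no effect and ±100 for the full control effect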
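Giardia trophozoites, 100 cells per well, were exposed to compounds for 48 hrs at 37 deg C under anaerobic conditions; viability was then read as ATP content by bioluminescence after 15-30 min at room temperature.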
TSHR antagonist = blocks TSH signaling through the human TSH receptor; P16473; 330,000 tested, 0.2% active; AID 504810; TSHR-expressing cells, TSH-stimulated cAMP HTRF, 2 h; hits give low values; activity change, negative = inhibition, % at 11.5 µM;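 active = activity change below a set negative limit, meaning inhibition stronger than a set level, cut at about -70% in these data; inconclusive = activity change between two set negative limits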; also: % is scaled to controls: 0 for no effect and ±100 for the full control effect
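Read-out is FRET at 665 nm (cryptate excitation 337 nm) from a cryptate-tagged anti-cAMP antibody, competed by cell cAMP against cAMP-d2. Compounds are tested on freshly harvested TSHR cells challenged with 4nM TSH (EC80) for 2 hours at 37 deg C.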
Starred values were filed as active, the others as inactive; ? = inconclusive; · = no result given; & = joins results of further samples; [ ] = dose if it differs, or a comment. Unless noted, calls follow the shape of the dose curve; as a rule, active = well fitted curve in the direction sought with a large enough effect; inconclusive = small, poorly fitted or top-dose-only effect, or another doubt; inactive = no such curve, though single readings can be large; an effect the other way counts as inactive or inconclusive.

SMILES	MLL CXXC-DNA inh	GALK inhibitor	TCR activator	hERG WT inh	Chronic BCR inh	FBPA coupling cs	Tb PFK block	A-T KAP1 phos	Giardia killer	TSHR antagonist
COc1ccccc1NC(=S)NC(=O)CCCOc1ccc(Cl)cc1Cl	-1%	4%	-3%	-10	?	2	-6%	·	-6	-16
O=C(NCc1ccccn1)C1CCCN(Cc2cnn(-c3ccccc3)c2-n2cccc2)C1 (configuration not stated)	-5%	1%	-1%	-6	1%	1	0%	0%	14	7
COC(=O)c1ccc(N2CCN(S(=O)(=O)c3c(C)cc(C)cc3C)CC2)c([N+](=O)[O-])c1	1%	0%	-3%	5	3%	-2	-2%	-4%	-11	1
CCNS(=O)(=O)c1ccc(NC(=O)c2cc(C(F)(F)F)nn2C)cc1	7%	-1%	-5%	11	15%	0	-14%	-1%	-6	-7
O=C(CNC(=O)C12CC3CC(CC(C3)C1)C2)OCC(=O)N1CCCCC1	·	·	-5%	-3	5%	·	0%	-11%	37[activator]	4
Cc1ccc(CCNC(=O)C23C[C@H]4C[C@@H](C2)CC(n2nnc(C)n2)(C4)C3)cc1	3%	-4%	-2%	4	11%	8	-3%	-1%	0	19
CC(=O)Nc1ccc(S(=O)(=O)Nc2ccc(-n3cnnn3)cc2)cc1	·	·	·	-31	0%	·	-4%	5%	-14	12
Cc1ccc(NC(=O)NCC2CCN(Cc3cccc(Cl)c3)CC2)c(Cl)c1	12%	-1%	-4%	14	2%	0	-4%	0%	-17	6
CCOC(=O)c1sc(-c2ccc(C)cc2)c(C#N)c1C	-8%	-1%	0%[46.1 µM]	-4	2%	2	-10%	1%	-1	3
COc1ccc(NC(=O)N2CCC(Cc3ccccc3)CC2)cc1	6%	0%	-7%	1	-14%	0	0%	4%	20	1
CC1CCN(CC(=O)N2CCCc3c2c(=O)oc2ccc(OCc4ccccc4)cc32)CC1	-1%	0%	-13%	9	?	0	2%	0%	9	2
CC(=O)/C(N=Nc1cc2c(c([N+](=O)[O-])c1C)C(C)(C)CC2(C)C)=C(\C)O	?	1%	2%	0	0%	-2	0%	0%	6	-8
COc1ccc(C(=O)NN/C(C)=C/C(=O)C(F)(F)C(F)(F)C(F)(F)F)cc1	9%	0%	-2%[46.1 µM]	-10	?	0	-1%	-2%	9	6
CCCCCn1c(SCC(=O)c2ccccc2)nc2cc(C(=O)NCc3ccco3)ccc2c1=O	8%	-1%	-12%	-36	-1%	·	0%	-3%	3	-2
CCOc1ccccc1NC(=O)c1cc(S(=O)(=O)N2CCOCC2)ccc1C	0%	-1%	5%	0	-1%	·	3%	9%	1	1
O=C(Nc1cccc2ncccc12)c1cc([N+](=O)[O-])ccc1Cl	9%	2%	0%	2	-7%	1	-3%	-9%	-14	-4
CC(OC(=O)c1cc2sccc2n1C)C(=O)NCCc1ccccc1 (configuration not stated)	-1%	5%	-14%	-20	-3%	0	0%	3%	-21	-13
COCCn1c(SCC(=O)Nc2ccccc2)nc2c1c(=O)[nH]c(=O)n2C	-1%	0%	-5%[46.1 µM]	-9	7%	-1	4%	3%	0	-10
CCN(CC(=O)Nc1c(F)cccc1F)C(=O)CSc1nc2ccccc2o1	·	·	-5%	-8	-7%	·	-1%	7%	6	-4
Fc1ccc(/C=N/n2c(-c3cccs3)n[nH]c2=S)cc1	-2%	-1%	2%	-19	?	5	-20%	·	-12	-3
Cc1ccc(NC(=O)Cn2nc(-c3ccccc3)nc2-c2ccccc2)c(C)c1	7%	0%	1%[46.1 µM]	16	-7%	4	-2%	6%	-3	-11
O=C(O)c1cnn(-c2nc(-c3cccc(F)c3)cs2)c1C(F)(F)F	10%	-1%	5%	3	-10%	30	-2%	0%	19	9
CCOC(=O)c1cc2ccc(OC)c(OC)c2c(=O)s1	9%	0%	3%	0	?	-6	-1%	-1%	7	4
C[C@H](NC(=O)c1nc[nH]c1C(=O)NCc1ccc(CNC(=O)OC(C)(C)C)cc1)C(=O)OC(C)(C)C	-2%	-1%	-3%	1	?	-2	2%	30%	21	-34
CC(NC(=O)c1ccccc1F)c1nnc(SCC(=O)NC2=NCCS2)n1C (configuration not stated)	3%	0%	1%	-5	-1%	3	1%	6%	2	6
CC(=O)C1=C(c2cccc([N+](=O)[O-])c2)N(C(C)=O)n2c(C)nnc2S1	-7%	-1%	2%	4	8%	2	1%	-5%	-7	-10
CCCCOc1ccccc1NC(=O)Cn1c(-c2nonc2N)nc2ccccc21	58%[activator]	2%	3%	6	?	-1	7%	-1%	-1	-10
Cc1ccc(C)c(N2CCN(C(=O)c3ccc(Cl)c(NC4=NC5CS(=O)(=O)CC5S4)c3)CC2)c1 (configuration not stated)	-3%	0%	-4%	-10	?	·	-3%	-4%	22	8
Cc1nnc(NC(=O)c2sc3nc(-c4cccs4)cc(C(F)(F)F)c3c2N)s1	-1%	-4%	-2%	-8	?	6	-3%	-1%	-10	-22
Cn1c(=O)n(CC(N)=O)c2ccccc21	5%	-2%	4%	1	?	2	-2%	-1%	-10	6
C=CCOc1ccccc1CN1CCC(n2nccc2NC(=O)c2ccccc2)CC1	1%	-1%	-2%	6	4%	1	-2%	-1%	16	5
CCCCOc1ccc(N2CC(C(=O)NCc3ccco3)CC2=O)cc1 (configuration not stated)	-14%	6%	4%	-3	-23%	1	-2%	2%	-6	-1
Cc1ccc(S(=O)(=O)NC(=O)c2ccccc2C)cc1	12%	-7%	7%	-45	5%	·	1%	11%	-2	-3
COc1ccccc1CNC(=O)C(=O)NCCC1CCCCN1S(=O)(=O)c1ccccc1 (configuration not stated)	·	·	0%	-13	2%	·	-5%	4%	-6	6
CN(CC(=O)Nc1cccc(F)c1)C(=O)c1ccc(OCC2CCCO2)cc1 (configuration not stated)	-12%	-1%	3%	-3	0%	-1	0%	-1%	-11	-12
COc1ccc(-c2noc(CCC(=O)N3CCN(c4ccccc4F)CC3)n2)cc1	·	·	1%[46.1 µM]	-11	?	·	2%	19%	3	-4
CCOCCCNC(=O)c1cn(C)c2ccc(S(=O)(=O)N3CCCCC3)cc2c1=O	12%	-6%	3%	-3	-1%	·	-2%	3%	-18	-12
Nc1c(-c2ccccc2)cnn1-c1cccc(C(F)(F)F)c1	2%	1%	3%	3	-17%	-12	-2%	13%	4	-14
CCn1c(Cc2ccccc2)nnc1SCC(=O)Nc1ccccc1O	-12%	-1%	0%	-18	1%	-1	-5%	0%	-11	-2
Cc1ccc(S(=O)(=O)CCC(=O)OCC(=O)N2CC(=O)Nc3ccccc32)cc1	0%	17%	0%	7	-1%	-1	7%	-5%	-10	-5
COc1ccc(C(c2nnnn2CCc2ccccc2)N2CCN(C3CCCC3)CC2)cc1 (configuration not stated)	-2%	3%	2%	77	0%	2	0%	0%	-2	8
CCCn1c(/N=C/c2cc(OC)ccc2O)nc2ccccc21	0%	0%	-3%	5	-1%	-1	-1%	-7%	4	-3
CCOc1ccc(-n2c(=O)c3c(C)c(C)sc3n(CC(=O)NCc3ccco3)c2=O)cc1	?	2%	7%	10	-4%	5	1%	3%	1	5
O=c1c([N+](=O)[O-])cccn1Cc1cccc(Br)c1	17%	·	-6%	14	5%	0	?	14%	-85*	-35
COc1ccc(-c2nnc(SCC(=O)NCCc3ccccc3)o2)cc1	-8%	-1%	-8%[46.1 µM]	9	?	0	-6%	-2%	11	-5
COc1ccc2[nH]c(C)c(-c3csc(N)n3)c2c1	-3%	0%	5%	2	-4%	-7	4%	7%	10	0
COC(=O)NCCOc1nc(N(C)C)nc(N(C)C)n1	-7%	2%	6%	14	3%	-1	-5%	2%	10	13
CCOCCCNC(=O)CSc1nnc(-c2ccc(S(=O)(=O)N3CCCC3)cc2)n1C	19%	-1%	7%	-8	-11%	1	7%	9%	5	-10
NC(=O)C1CCN(c2nc(-c3ccc(F)cc3)cs2)CC1	·	·	-9%	·	?	·	-22%&0%	-8%&8%	26	-14&-29
Cc1ccc(CC(=O)NCc2ccc3c(c2)OCO3)cc1	-4%	-2%	-1%	-3	·	1	·	·	5	·
CN1CCC(=O)N([C@H](CSc2ccccc2)c2ccccc2)CC1	-3%	·	-5%	13	?	3	-3%	0%	-24	5
O=C1C2CCCN2C(=O)N1CCCCN1CCN(c2cccc(Cl)c2)CC1 (configuration not stated)	-5%	·	-2%[46.1 µM]	26	0%	1	-1%	2%	17	0
Nc1ccc(C(=O)OCC(=O)c2cccc([N+](=O)[O-])c2)cc1	5%	-2%	-4%	-3	2%	-4	-17%	0%	0	-4
CCOP(=O)(/C(C#N)=C(/O)c1ccccc1)c1ccccc1 (configuration not stated)	-1%	3%	0%	-3	3%	1	1%	-4%	-17	5
CC(=O)Nc1ccc(NC(=O)CNC(=O)COc2ccccc2)cc1	-8%	0%	-7%	-5	?	-2	0%	2%	14	-3

Compound activity as filed in PubChem.
